HP1b binding inh: blocks HP1-beta chromodomain binding to methylated histone tails; hit rate 0.56% among 390,000; Potency, µM (series often up to 114 µM), without a hit: at the highest dose activity change, negative = inhibition, most hits filed as inhibitors; AlphaScreen HP1-beta / biotin-H3K9me3 peptide binding; P83916; AID 540317; also: potency is read from the fitted curve at half-maximal effect; nearly all actives have a fitted effect of over 70% in size; inactives centre near 23
Target sequence (P83916 whole entry, looked up): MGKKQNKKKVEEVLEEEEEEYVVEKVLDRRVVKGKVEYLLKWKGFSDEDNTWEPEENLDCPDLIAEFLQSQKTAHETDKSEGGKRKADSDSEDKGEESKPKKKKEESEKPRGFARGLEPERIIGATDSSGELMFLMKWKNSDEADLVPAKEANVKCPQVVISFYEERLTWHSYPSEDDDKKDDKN
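AlphaScreen: HP1-beta (50 nM) preformed 30 min with biotin-H3(1-18)K9me3 peptide (50 nM) in PBS pH 7.4, 0.01% Tween-20. Compound added for 30 min at RT, then streptavidin donor/nickel chelate acceptor beads (10 ug/mL) for 30 min.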
Tb PGK inh: inhibitors of T. brucei phosphoglycerate kinase; PGK/GAPDH coupled, Kinase-Glo luminescence, 60 min; Potency, µM (top dose mostly 57.5 µM), for the others: at the top dose activity change, negative = inhibition, hits mostly inhibitors; hit rate 0.043% among 380,000; also: potency is read from the fitted curve at half-maximal effect; % is scaled to controls: 0 for no effect and ±100 for the full control effect; nearly all actives have a fitted effect of over 60% in size
Target sequence (P07378 whole entry, looked up): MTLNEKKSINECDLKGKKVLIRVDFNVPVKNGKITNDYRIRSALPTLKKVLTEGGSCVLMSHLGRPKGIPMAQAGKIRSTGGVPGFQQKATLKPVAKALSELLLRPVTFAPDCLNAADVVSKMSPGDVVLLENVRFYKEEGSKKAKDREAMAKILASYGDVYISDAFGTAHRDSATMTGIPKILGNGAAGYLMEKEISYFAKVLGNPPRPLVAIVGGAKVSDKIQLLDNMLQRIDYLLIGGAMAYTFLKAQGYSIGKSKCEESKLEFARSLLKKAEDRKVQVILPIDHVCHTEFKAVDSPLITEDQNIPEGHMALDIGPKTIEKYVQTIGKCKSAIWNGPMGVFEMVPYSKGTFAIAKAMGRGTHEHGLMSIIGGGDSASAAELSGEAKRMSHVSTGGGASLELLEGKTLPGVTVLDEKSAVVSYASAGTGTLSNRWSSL
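Recombinant glycosomal PGK reaction used 1,3-bisphosphoglycerate generated in-well by GAPDH (100nM final) in 100mM TEA pH 7.6, 5mM MgCl2, 0.01% Tween-20. After 60 minutes at room temperature, ATP was read by Kinase-Glo Plus luminescence end-point.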
Pin1 inh: human Pin1 inhibition; Q13526; Pin1 FP peptide displacement, HiFluor488, 10 min; Potency, µM (series often up to 115 µM), for inactives: at the highest dose activity, negative = inhibition, hits mostly inhibitors; hit rate 0.009% among 390,000; AID 504891; active = well fitted inhibition curve with a large enough effect in the polarisation, with a control signal flat, not every such curve was filed as active; inconclusive = small, poorly fitted or top-dose-only effect, or effect the other way, or a change in a side signal; inactive = no such curve, though single readings can be large or run the other way; the % refers to the polarisation; also: potency is read from the fitted curve at half-maximal effect; % is scaled to controls: 0 for no effect and ±100 for the full control effect
Target sequence (Q13526 whole entry, looked up): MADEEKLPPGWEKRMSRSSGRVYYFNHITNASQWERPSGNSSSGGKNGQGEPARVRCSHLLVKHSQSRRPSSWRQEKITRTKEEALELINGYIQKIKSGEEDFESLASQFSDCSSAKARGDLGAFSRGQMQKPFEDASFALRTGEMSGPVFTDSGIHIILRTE
USP1-UAF1 inh: blocks the human USP1/UAF1 deubiquitinase complex; O94782; recombinant USP1/UAF1, Ub-Rhodamine cleavage fluorescence; Potency, µM (doses to about 57.1 µM), for inactives: top-dose activity change, negative = inhibition, actives largely listed as inhibitors; hit rate 0.23% among 390,000; also: potency is read from the fitted curve at half-maximal effect; % is scaled to controls: 0 for no effect and ±100 for the full control effect; nearly all actives have a fitted effect of over 60% in size; inactives centre near -12
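USP1/UAF1 complex (1 nM) preincubated 15 min at room temperature with compound, then Ub-Rho substrate (150 nM final) added. Kinetic fluorescence at 480/540 nm over 6 reads at 60 s intervals; 50 mM HEPES pH 7.8, 0.5 mM EDTA, 0.1 mg/ml BSA, 1 mM TCEP, 0.01% Tween-20.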
IDH1 R132H inh: inhibitors of human mutant IDH1 R132H | O75874 | IDH1-R132H enzyme, NADPH consumption, diaphorase/resazurin fluorescence | Potency, µM (top dose mostly 76.6 µM), inactives show top-dose activity change, negative = inhibition, most hits filed as inhibitors | hit rate 0.093% among 390,000 | AID 602179; also: potency is read from the fitted curve at half-maximal effect; % is scaled to controls: 0 for no effect and ±100 for the full control effect; nearly all actives have a fitted effect of over 65% in size
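IDH1-R132H (0.5 ug/mL) preincubated 30 min with compound, then NADPH (0.016 mM) and alpha-KG (2 mM) added; 80 min at RT, pH 7.5. Remaining NADPH coupled via diaphorase/resazurin to fluorescence (540/590 nm); concentration-response curves normalized to no-enzyme control.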
TrxR1 substrate: substrates of rat thioredoxin reductase 1; hit rate 0.01% among 390,000; purified TrxR1 substrate turnover, NADPH consumption readout; Potency, µM (highest dose often 114 µM), for inactives: at the highest dose activity change, negative = substrate turnover; O89049; also: potency is read from the fitted curve at half-maximal effect; % is scaled to controls: 0 for no effect and ±100 for the full control effect; nearly all actives have a fitted effect of over 50% in size
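Rat TrxR1, dispensed at 90 nM, was prereduced with 400 uM NADPH (final) for 5 min at ~22 deg C, then incubated with compound 15 min before 400 uM selenite. A first-read NADPH fluorescence drop versus no-compound background flagged substrates.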
PI4K2A block: blocks human PI4K2A kinase activity; Q9BTU6; activity change, negative = inhibition, % at 76.9 µM; purified PI4K2A, ADP-Glo luminescence, 1 h; hits give low values; hit rate 0.13% among 420,000; in the data active = activity change below about -50%; inconclusive = mostly about -30% to -49%;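 also: -100% = wells without enzyme as full effect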
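Compounds are screened against recombinant PI4K2A using PI as substrate and ATP, the latter dispensed at 300 microM. Reactions run one hour at ambient temperature before ADP-Glo detection; full inhibition defined by wells lacking enzyme.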
GLS inh: blocks human kidney-isoform glutaminase activity; O94925; GLS enzymatic activity, qHTS titration; Potency, µM (doses to about 45.5 µM), for inactives: top-dose activity change, negative = inhibition, hits mostly inhibitors; hit rate 0.21% among 410,000; AID 624170; also: potency is read from the fitted curve at half-maximal effect; % is scaled to controls: 0 for no effect and ±100 for the full control effect
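hKGA; 45 mM KH2PO4 pH 8.2 + 0.02% Tween-20; cpd via pin tool; 1 mM Gln soln; GluOx/HRP/Amplex Red; RT 30 min; fluor. t0 & final.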
rTrxR1 inhibitor: blocks rat thioredoxin reductase 1; O89049; recombinant rTrxR1, NADPH fluorescence consumption, selenite substrate; Potency, µM (titrated, usually from 114 µM), for the others: at the top dose activity change, negative = inhibition, most hits filed as inhibitors; hit rate 1% among 390,000; also: potency is read from the fitted curve at half-maximal effect; % is scaled to controls: 0 for no effect and ±100 for the full control effect; nearly all actives have a fitted effect of over 65% in size
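Rat TrxR1 (90 nM in the dispensed reagent) was pre-reduced with 400 uM NADPH for 5 min at room temperature, then incubated with compound for 15 min. After 400 uM selenite was added, NADPH fluorescence (Ex 340/Em 450 nm) was followed for 8 min.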
Numbers without * were called inactive; i = inactive; ? = inconclusive; . = no result given; & = joins results of further samples; [ ] = another dose, or the depositor's remark. Unless noted, calls follow the shape of the dose curve; as a rule, active = well fitted curve in the direction sought with a large enough effect; inconclusive = small, poorly fitted or top-dose-only effect, or another doubt; inactive = no such curve, though single readings can be large; an effect the other way counts as inactive or inconclusive.

[1] CCn1c(N2CCC(Cc3ccccc3)CC2)nc2c1c(=O)[nH]c(=O)n2C
[2] COC(=O)NCCOc1cc(C)ccc1C
[3] CCc1ccc(-n2c(SCC(=O)Nc3cc(C)[nH]n3)nc3[nH]ncc3c2=O)cc1
[4] CN(C)c1nc(Oc2ccc(=O)n(C)n2)nc(N2CCOCC2)n1
[5] COC(=O)C[C@H]1c2cc(C(F)(F)F)ccc2S(=O)(=O)N1c1ccc(N(C)C)cc1
[6] COc1cc(OC)c2cc(C(=O)N/N=C/c3ccccc3O)[nH]c2c1
assay / compound | 1 | 2 | 3 | 4 | 5 | 6
HP1b binding inh | ? | 9.8% | 31.6% | 25.2% | -10.8% | 34.6%
Tb PGK inh | i | . | -6.7% | -9.6% | -1.5% | 4.8%
Pin1 inh | -13.1% | 0.0% | 1.5% | -0.3% | -0.5% | 9.8%
USP1-UAF1 inh | -7.0% | 11.2% | -22.8% | -4.4% | 4.4% | -6.2%
IDH1 R132H inh | 3.5% | 0.8% | 9.1% | 3.5% | 3.2% | 4.5%
TrxR1 substrate | -15.7% | 5.8% | -3.1% | 4.7%[57.1 µM] | -8.1%&1.8% | -8.9%
PI4K2A block | 1.5 | 3.3 | -12.2 | -2.5 | -5.6 | -1.1
GLS inh | -3.2% | -2.1% | -8.6% | 3.6% | 30.7% | 5.0%
rTrxR1 inhibitor | 9.9%[57.1 µM] | 8.4% | -3.7% | -7.0%[57.1 µM] | 1.8%&18.2% | 11.8%[2.29 µM]

[7] CCSC1=NCCN1C(=O)c1c(-c2ccccc2Cl)noc1C
[8] C=CCN(C(=O)c1csnn1)C(C(=O)NCc1ccccc1)c1c(F)cccc1Cl (stereo unspecified)
[9] CC(Sc1ccc(Cl)cc1)C(=O)NCC(c1ccco1)N1CCCCC1 (stereo unspecified)
[10] COc1ccc(Cn2c(CCC(=O)O)nc3cccnc32)cc1
[11] CC(C)[N+](C)(C)CC#CC(O)(c1ccccc1)c1ccccc1
[12] CCCN(C(=O)COC(=O)CNC(=O)c1ccc2ccccc2c1)c1c(N)n(Cc2ccccc2)c(=O)[nH]c1=O
[13] COc1cc2nc(CN(C)Cc3ccc(Cl)cc3)[nH]c(=O)c2cc1OC
[14] CC(C)(C)[C@H]1C=C(C(=O)O)O[C@@H](OCCCCO)C1
assay / compound | 7 | 8 | 9 | 10 | 11 | 12 | 13 | 14
HP1b binding inh | 23.6% | -11.1% | 9.5% | 25.7% | -3.3% | -17.7% | 33.6% | 12.4%
Tb PGK inh | 7.6% | -8.3% | 5.2% | -2.5% | -6.6% | -0.7% | 6.7% | 8.1%
Pin1 inh | 0.6% | 0.4% | 6.2% | -4.9% | -4.3% | ? | 1.6% | 3.7%
USP1-UAF1 inh | -14.7% | -5.0% | -9.4% | 5.4% | -6.2% | -1.6% | -20.9% | -6.8%
IDH1 R132H inh | 3.5% | -8.8% | -0.5% | 14.2% | 21.1% | -6.2% | -1.9% | -2.8%
TrxR1 substrate | 4.9%[57.1 µM] | -1.6% | -1.5% | 2.4% | 6.0%[57.1 µM] | -6.2%[57.1 µM] | 5.2%[57.1 µM] | -1.5%
PI4K2A block | 2.7 | 5.4 | 3.8 | 0.8 | -21.2 | 1.4 | -0.4 | 3.1
GLS inh | 7.0% | 1.5% | 8.3% | 6.1% | 5.5% | -4.3% | 0.0% | 4.4%
rTrxR1 inhibitor | 13.1% | 9.7% | -3.6% | 18.5% | 12.2% | -11.8%[57.1 µM] | 13.6%[57.1 µM] | -1.4%

4 entries from above, with each value named.
[8] C=CCN(C(=O)c1csnn1)C(C(=O)NCc1ccccc1)c1c(F)cccc1Cl (stereo unspecified)
  HP1b binding inh = -11.1% | Tb PGK inh = -8.3% | Pin1 inh = 0.4% | USP1-UAF1 inh = -5.0% | IDH1 R132H inh = -8.8% | TrxR1 substrate = -1.6% | PI4K2A block = 5.4 | GLS inh = 1.5% | rTrxR1 inhibitor = 9.7%
[9] CC(Sc1ccc(Cl)cc1)C(=O)NCC(c1ccco1)N1CCCCC1 (stereo unspecified)
  HP1b binding inh = 9.5% | Tb PGK inh = 5.2% | Pin1 inh = 6.2% | USP1-UAF1 inh = -9.4% | IDH1 R132H inh = -0.5% | TrxR1 substrate = -1.5% | PI4K2A block = 3.8 | GLS inh = 8.3% | rTrxR1 inhibitor = -3.6%
[10] COc1ccc(Cn2c(CCC(=O)O)nc3cccnc32)cc1
  HP1b binding inh = 25.7% | Tb PGK inh = -2.5% | Pin1 inh = -4.9% | USP1-UAF1 inh = 5.4% | IDH1 R132H inh = 14.2% | TrxR1 substrate = 2.4% | PI4K2A block = 0.8 | GLS inh = 6.1% | rTrxR1 inhibitor = 18.5%
[11] CC(C)[N+](C)(C)CC#CC(O)(c1ccccc1)c1ccccc1
  HP1b binding inh = -3.3% | Tb PGK inh = -6.6% | Pin1 inh = -4.3% | USP1-UAF1 inh = -6.2% | IDH1 R132H inh = 21.1% | TrxR1 substrate = 6.0%[57.1 µM] | PI4K2A block = -21.2 | GLS inh = 5.5% | rTrxR1 inhibitor = 12.2%

Bioassay records deposited in PubChem by National Center for Advancing Translational Sciences (NCATS).

The list is partial, so the mix of outcomes need not match the whole.
